Screening results: PubChem, several laboratories
Scp-1 inhibitor = Scp-1 (human) phosphatase inhibition. Recombinant Scp1, phosphopeptide, malachite green phosphate absorbance. inhibition, % at 20 µM. 340,000 tested, 0.88% active. AID 493091;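 active means inhibition above about 50% at 20 µM, limit read from the data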;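 further: plate controls were DMSO wells with enzyme for no effect and wells lacking enzyme for full effect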
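Material – SCP-1 phosphatase catalytic domain, residues 76-261 · Buffer or medium – Acidic Tris acetate buffer with magnesium and detergent · Also added – Phospho 17-mer peptide substrate · Compound – single 20 µM dose, 1% DMSO · Times – 45 min room-temperature reaction, 5 min colour, 30 min stabiliser · Technique – Phosphate-binding colour reagent, absorbance read at 630 nm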
NRP1-CendR mod = NRP-1/CendR interaction modulation | FAM-RPARPAR peptide binding to NRP-1, fluorescence polarization | inhibition, % at 25 µM | 360,000 tested, 0.85% active | AID 602438 | O14786;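 active means inhibition or corrected inhibition above about 18%, plus a signal ratio from 0.5 to 1.5, limit read from the data, passing the limit was not always enough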; further: strong numbers were not always called active
NadD inh = NadD (S. aureus) enzyme inhibition | purified NadD enzyme, colorimetric absorbance read-out | inhibition, % at 20 µM | 360,000 tested, 0.78% active; in the data active means inhibition above about 26%; further: some compounds past the cut are filed as inactive
SUMO1-SIM PPI = modulators of human SUMO1-mediated protein-protein interactions | P63165 | 360,000 tested, 0.33% active | SUMO1 binding to a labelled peptide, TR-FRET, 1 h | inhibition, % at 20 µM; in the data active means inhibition above about 37%
LMPTP block = LMPTP (human) inhibition. P24666. recombinant LMPTP-A, OMFP fluorogenic substrate, fluorescence intensity. inhibition, % at 20 µM. 360,000 tested, 0.22% active;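 active means compounds that cut the enzyme signal by at least half of the control window in the single-dose screen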;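 further: plate controls were DMSO wells with enzyme plus substrate for no effect and substrate without enzyme for full effect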
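Material: LMPTP-A; amount: 0.625 nM enzyme; doses: single 20 µM dose; times: reaction 50 min, room temperature, dark; technique: fluorescence intensity of OMFP turnover product; benchmarks: no-enzyme and uninhibited controls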
STEP inh = inhibitors of human striatal-enriched phosphatase STEP | AID 588621 | 360,000 tested, 0.25% active | inhibition, % at 20 µM | P54829 | recombinant STEP, OMFP fluorogenic substrate, fluorescence;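 active means inhibition at 20 µM, scaled per plate between control wells, above about 37%, limit read from the data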;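 further: 0% = DMSO with enzyme and substrate and 100% = substrate only without enzyme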
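Assay system: isolated STEP enzyme / Timing: 20 min at room temperature, dark / Doses: 20 µM, 1% DMSO / Technique: fluorescence intensity, excitation 480 nm, emission 540 nm / Reagent: fluorogenic phosphatase substrate OMFP at 25 µM final / Measure: percent inhibition scaled to no-enzyme and uninhibited-enzyme controls, plate-pattern corrected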
Neddyl block = inhibitors of human cullin neddylation. P61081+Q13564. TR-FRET cullin neddylation, biochemical. calls only at 25 µM. 360,000 tested, 0.58% active; in the data active means inhibition above about 36%
SKN-1 inh = C. elegans SKN-1 inhibition | C. elegans VP596 Pgst-4::GFP/RFP ratio, acrylamide-induced, 24 h | 360,000 tested, 0.49% active | AID 624304 | inhibition, % at 21.8 µM;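 active means interference check ratio from 0.5 to 1.5 plus GFP to RFP signal ratio inhibition reaching or exceeding a fixed threshold, cut at about 30% in these data, passing the limit was not always enough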; further: some compounds called inactive have numbers as strong as hits
DNMT1 block = blocks human DNA methyltransferase DNMT1. P26358. AID 588458. DNMT1 molecular beacon, Hinp1I cleavage, fluorescence. 360,000 tested, 0.83% active. inhibition (reported as % activation of signal), % at 10 µM; in the data active means inhibition above about 50%
Target sequence (P26358 504-1616 limits assumed): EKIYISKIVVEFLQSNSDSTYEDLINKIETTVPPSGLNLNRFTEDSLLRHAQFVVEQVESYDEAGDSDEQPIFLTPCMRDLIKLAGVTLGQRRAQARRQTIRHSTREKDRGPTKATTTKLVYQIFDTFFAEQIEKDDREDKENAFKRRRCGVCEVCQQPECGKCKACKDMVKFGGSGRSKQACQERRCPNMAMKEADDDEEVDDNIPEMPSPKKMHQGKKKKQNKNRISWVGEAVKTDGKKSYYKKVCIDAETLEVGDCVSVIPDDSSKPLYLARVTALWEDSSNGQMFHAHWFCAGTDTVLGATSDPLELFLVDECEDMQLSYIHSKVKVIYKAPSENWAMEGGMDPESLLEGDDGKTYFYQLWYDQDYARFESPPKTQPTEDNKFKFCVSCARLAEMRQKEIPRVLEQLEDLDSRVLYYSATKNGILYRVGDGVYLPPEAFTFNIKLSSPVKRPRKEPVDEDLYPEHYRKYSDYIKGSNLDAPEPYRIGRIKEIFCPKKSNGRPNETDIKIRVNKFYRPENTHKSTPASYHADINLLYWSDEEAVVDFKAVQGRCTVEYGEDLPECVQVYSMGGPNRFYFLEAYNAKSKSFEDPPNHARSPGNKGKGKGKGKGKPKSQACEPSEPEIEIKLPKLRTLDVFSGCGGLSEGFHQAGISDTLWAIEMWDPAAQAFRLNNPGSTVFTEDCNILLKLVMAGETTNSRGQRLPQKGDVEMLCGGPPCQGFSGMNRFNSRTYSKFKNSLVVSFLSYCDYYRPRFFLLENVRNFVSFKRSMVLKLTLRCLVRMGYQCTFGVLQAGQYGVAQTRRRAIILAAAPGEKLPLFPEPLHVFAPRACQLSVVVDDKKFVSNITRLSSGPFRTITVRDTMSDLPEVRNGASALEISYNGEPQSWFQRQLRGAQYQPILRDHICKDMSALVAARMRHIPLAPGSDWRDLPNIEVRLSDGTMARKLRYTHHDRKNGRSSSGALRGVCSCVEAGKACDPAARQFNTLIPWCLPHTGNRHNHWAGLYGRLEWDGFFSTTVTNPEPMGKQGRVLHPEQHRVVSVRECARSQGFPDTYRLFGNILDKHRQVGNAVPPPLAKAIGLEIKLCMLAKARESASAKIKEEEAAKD
Tb MetRS inh = Trypanosoma brucei MetRS inhibition; purified T. brucei MetRS, ATP depletion, Kinase-Glo luminescence; inhibition, % at 11.9 µM; 360,000 tested, 0.4% active; AID 624268;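 active means inhibition above a per-plate cutoff of the control wells' mean inhibition plus 3 SD, cut at about 5.5% in these data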;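 further: 0% = DMSO wells median and 100% = median of wells with control inhibitor compound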
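Dosing: 11.9 µM compound single dose, 0.9% DMSO; Assay system: purified T. brucei MetRS enzyme; Measured by: Kinase-Glo luciferase luminescence reporting remaining unconsumed ATP; Schedule: 15 min plus 2 h at 25 °C.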
Active calls of the source: *; i = inactive; . = no result given. Not a hit list (roughly 4.6% active in at least one column).

SMILES	Scp-1 inhibitor	NRP1-CendR mod	NadD inh	SUMO1-SIM PPI	LMPTP block	STEP inh	Neddyl block	SKN-1 inh	DNMT1 block	Tb MetRS inh
CC(C)(C)c1ccc(-c2nc(C#N)c(NCCCn3ccnc3)o2)cc1	0	-3	13	-1	-3.4	0	.	1	2	-1.3
CCOC(=O)C1(CCOC)CCN(C(=O)Cc2ccsc2)CC1	-6	11	-6	3	0.0	-3	i	-26	2	0.1
CC1CCN(S(=O)(=O)c2ccc3[nH]c(=O)c(=O)[nH]c3c2)CC1	3	6	-6	4	-1.3	-4	i	-10	9	0.5
Cc1ccc(S(=O)(=O)N(CC(=O)c2ccccc2)C(=O)N2CCN(C)CC2)cc1	6	5	2	1	-1.2	-1	i	9	3	-0.4
COc1cccc(-n2nnnc2S(C)(=O)=O)c1	-14	-3	-2	3	-0.5	1	i	4	-1	-0.1
CCOc1cccc(CNCc2ccc(C(=O)O)cc2)c1	-8	3	0	1	-1.1	-3	i	-2	4	-0.4
Cc1ccc(C)c(-n2cc(CNCCc3cnccn3)c(-c3ccccc3)n2)c1	3	1	-10	2	-1.6	3	i	-1	1	-0.8
O=C(Cc1cccc(NC(=O)C2CCCN(C(=O)C3CCCCC3)C2)c1)Nc1cccc(C(=O)N2CCCC2)c1 (centres undefined)	-3	-6	1	-3	-0.9	1	i	9	1	-0.2
CCOC(=O)c1nc(C)nc(Sc2n[nH]c(-c3cc(C(F)(F)F)cc(C(F)(F)F)c3)n2)c1C	-11	-8	-3	9	2.2	0	i	-8	3	-0.8
O=C(Nc1c2c(nn1-c1ccccc1)CSC2)c1ccc(N2C(=O)CCC2=O)cc1	-6	9	-3	4	-1.8	-2	i	-7	-2	-0.5
CCSc1nnc(N2C(=O)c3ccc(C(=O)c4ccc(C(=O)O)cc4)cc3C2=O)s1	-8	-41	-3	-3	-1.1	1	i	7	-2	-1.0
C=CCNC(=O)c1ccccc1NC(=O)C1CCN(S(=O)(=O)c2ccc(SC)cc2)CC1	14	-5	-2	6	-0.9	1	i	-16	-1	-0.5

Part of the list above in another layout:
| Structure | Scp-1 inhibitor | NRP1-CendR mod | NadD inh | SUMO1-SIM PPI | LMPTP block | STEP inh | Neddyl block | SKN-1 inh | DNMT1 block | Tb MetRS inh |
| --- | --- | --- | --- | --- | --- | --- | --- | --- | --- | --- |
| CCOc1cccc(CNCc2ccc(C(=O)O)cc2)c1 | -8 | 3 | 0 | 1 | -1.1 | -3 | i | -2 | 4 | -0.4 |
| Cc1ccc(C)c(-n2cc(CNCCc3cnccn3)c(-c3ccccc3)n2)c1 | 3 | 1 | -10 | 2 | -1.6 | 3 | i | -1 | 1 | -0.8 |

Compound profiles, from the list above:
Profile of CCOc1cccc(CNCc2ccc(C(=O)O)cc2)c1 = Scp-1 inhibitor: -8; NRP1-CendR mod: 3; NadD inh: 0; SUMO1-SIM PPI: 1; LMPTP block: -1.1; STEP inh: -3; Neddyl block: i; SKN-1 inh: -2; DNMT1 block: 4; Tb MetRS inh: -0.4
Profile of O=C(Cc1cccc(NC(=O)C2CCCN(C(=O)C3CCCCC3)C2)c1)Nc1cccc(C(=O)N2CCCC2)c1 (centres undefined) = Scp-1 inhibitor: -3; NRP1-CendR mod: -6; NadD inh: 1; SUMO1-SIM PPI: -3; LMPTP block: -0.9; STEP inh: 1; Neddyl block: i; SKN-1 inh: 9; DNMT1 block: 1; Tb MetRS inh: -0.2

(list continues)
SMILES	Scp-1 inhibitor	NRP1-CendR mod	NadD inh	SUMO1-SIM PPI	LMPTP block	STEP inh	Neddyl block	SKN-1 inh	DNMT1 block	Tb MetRS inh
CC(=O)N(C)c1ccc(N=C2C(=O)Nc3ccccc32)cc1	16	-7	-8	-30	0.4	9	i	-11	8	-1.0
CCc1sc(C(=O)N2CCCN(C)CC2)cc1Br	-9	18	-2	-2	-0.9	-1	i	12	2	-0.3
O=c1cc(N2CCN(c3ccccc3F)CC2)[nH]c(=O)n1-c1ccc(Br)cc1	-3	8	-6	-2	-2.0	2	i	-5	2	-0.5
COc1ccccc1OCC(O)Cn1c(=N)n(Cc2ccccc2)c2ccccc21 (centres undefined)	0	-14	-7	1	0.1	0	i	-3	4	-0.6
Cc1ccc(SCC(=O)N2N=CCC2c2ccccc2)cc1 (centres undefined)	1	-3	-1	-4	2.2	2	i	2	3	-0.9
CC1=C(C(=O)Nc2ccc(C)cc2C)C(c2ccc(Cl)cc2)n2nc(C(=O)OC(C)C)nc2N1 (centres undefined)	-4	-10	3	-3	-3.2	3	i	0	57*	-0.5
CCCN(CC(=O)Nc1ccccc1OC)C(=O)CCNC(=O)c1ccccc1OC	-6	8	4	-44	-10.0	-4	i	-9	0	-0.3
O=C(C[C@@H]1CC[C@H](NS(=O)(=O)c2ccccc2F)[C@@H](CO)O1)NCCCN1CCOCC1	.	9	.	8	-2.9	.	i	0	.	-0.5
CNC(=S)N1CCN(c2nc(-c3cccc(OC)c3)cs2)CC1	8	7	-3	-8	-1.4	2	i	-5	3	0.4
Cc1ccc(-c2csc(NC(=O)c3c(C)noc3C)n2)s1	-8	-13	1	-10	2.1	4	i	-5	-20	-0.3
Nc1nc(SCc2ccccc2)[nH]c(=O)c1-c1ccccc1	-5	-7	7	2	2.1	4	i	1	-1	-0.5
COc1ccc(C=NNC(=S)NN=Cc2ccc(OC)c(OC)c2)cc1OC	-16	11	4	-15	1.1	1	i	-6	-8	-0.4
Cc1[nH]nc2c1C(c1cccnc1)N(c1ccc(Br)cc1)C2=O (centres undefined)	0	-3	-2	-1	-2.1	-1	i	12	1	-0.9
CCC(C)(c1nnnn1-c1c(C)cccc1C)N(N=O)c1ccccc1Cl (centres undefined)	-7	-2	-11	2	2.1	3	i	12	-1	-0.9
CC(=O)Nc1c(C(=O)N2CCN(c3ccccn3)CC2)cnn1-c1ccc(C)cc1	-4	4	-7	1	-2.2	-1	i	-8	3	0.5
COc1cccc(/C=N\NC(=O)c2sc(N)nc2C)c1OC	0	6	-1	-6	2.4	-2	i	-9	10	1.2
CC(C)[C@H](CO)Nc1nc(Nc2ccc(Cl)c(C(=O)O)c2)c2ncn(C(C)C)c2n1	4	4	8	69*	0.6	-2	i	16	1	-0.3
CCCN(CC1CC1)c1nc(C)nc(Nc2c(Cl)cc(Cl)cc2Cl)c1Cl	-4	-3	8	1	1.7	1	i	-1	10	-0.8
COc1ccc(NC(=O)CN(c2ccc(C)cc2)S(C)(=O)=O)c(OC)c1	-2	5	-4	-1	3.0	6	i	4	-2	0.2
O=C(CSc1nnc(-c2c[nH]c3ccccc23)o1)c1ccccc1	-9	8	-2	1	0.4	-1	i	7	0	0.1
CC(C)(C)OC(=O)N[C@@H](Cc1ccccc1)C(=O)N1CCC(C(=O)N[C@@H](CCC(N)=O)C(=O)O)CC1	-4	11	0	0	-0.9	-2	i	12	-1	-0.6
NNC(=O)CS(=O)(=O)c1ccc(Cl)cc1	-11	12	-4	5	-1.2	-2	i	-14	3	3.0
O=C(O)c1cnc(-c2ccccc2)nc1Oc1ccccc1	1	4	-2	3	-1.9	0	i	-3	2	-0.2
O=S(=O)(c1ccc(Cl)cc1)N1CCN(Cc2ccncc2)CC1	-1	-2	-6	2	-1.2	-2	i	-15	-4	-1.2
CCOCCCNCc1ccc(OC)cc1	-1	0	-6	0	-1.2	0	i	-19	1	-0.6
CCCCn1c(N)c(N(CC(C)C)C(=O)CSCc2c(C)noc2C)c(=O)[nH]c1=O	0	-4	-4	1	-1.3	0	i	-17	0	-0.5
COc1cc(NC(=O)CN2C(=O)NC3(CCOc4ccccc43)C2=O)cc(OC)c1 (centres undefined)	-13	-11	-2	-36	-8.2	-2	i	5	-8	-0.5
COc1ccc(OCc2cc(C(=O)N3CCN(C4CCCC4)CC3)no2)c(Cl)c1	-4	12	-4	3	0.6	-1	i	9	-4	0.1
CCNc1ccc(S(=O)(=O)N(C)C)cc1NCC(=O)Nc1ccccc1F	7	-12	4	-2	-1.4	0	i	16	-7	0.5
O=C1CC(N2CCC(C(=O)N3CCCCC3)CC2)C(=O)N1 (centres undefined)	-11	-9	3	-3	-2.3	1	i	8	-1	-1.6
Cc1ccc(S(=O)(=O)N2CCN(C(=O)c3cc(S(=O)(=O)N(C)C)ccc3N3CCCC3)CC2)cc1	-7	-10	10	5	0.2	0	i	16	0	-0.4
CN(Cc1ccccc1)C(=O)COC(=O)c1cc(=O)c2ccccc2o1	-1	-2	2	-19	0.2	-1	i	4	-2	0.1
O=C(c1cccc(F)c1)N(Cc1nc2ccccc2c(=O)[nH]1)C1CCCC1	17	5	-4	0	0.1	0	i	4	-8	-0.7
CC(=O)c1csc(Nc2ccccc2Cl)n1	-7	-21	1	-6	0.6	1	i	9	-5	-0.7
Cc1ccc(CN2CCC(CO)(CC3CCCCO3)CC2)o1 (centres undefined)	-8	8	-2	0	0.1	-4	i	1	1	0.1
COc1ccc(-c2nc(CS(=O)(=O)CC(=O)Nc3ccc(Cl)cc3)c(C)o2)cc1	-7	-3	-4	-6	0.7	1	i	13	-3	12*
CC1(C(=O)NCc2ccc(F)c(F)c2)Cc2c(-c3ccccc3)ccnc2O1 (centres undefined)	.	-4	-5	4	-0.2	0	i	17	-2	0.2
O=C(Nc1cccc(F)c1)c1ccc(CSc2ccccc2)o1	-4	1	-4	0	1.1	-3	i	15	3	-0.2
Cc1ccc(CSc2nnc(C)c(=O)[nH]2)cc1	-1	5	-4	1	-1.9	0	i	-9	1	-0.6
CCSc1nnc(NC(=O)C2CC=CCC2C(=O)O)s1 (centres undefined)	87*	-10	-5	5	0.0	12	i	28	27	0.0
CCOC(=O)C1CCN(C(=O)COC(=O)c2c(C)c(CC)nc3ccccc23)CC1	-4	3	0	-2	-1.4	2	i	-11	0	-0.4
Cc1ccc2c(c1)N(C(=O)CCC(=O)N1CCC(C(N)=O)CC1)CCO2	-6	-14	2	-2	0.1	2	i	-7	3	-0.5
O=C(O)C[C@H]1c2ccccc2S(=O)(=O)N1C1CCCC1	-6	22	0	0	-2.9	-1	i	3	-2	0.0
NC(=O)Cn1c(S(=O)(=O)Cc2ccccc2)nc2ccccc21	-2	15	3	-1	-1.2	0	i	9	-1	-1.3
ClC(Cl)(Cl)C1=NCc2nnn(Cc3ccccc3)c2N1	.	0	1	0	-1.0	2	i	5	1	-0.2
O=C(c1cccc(S(=O)(=O)NCCOc2ccccc2)c1)N1CCN(c2ncccn2)CC1	-2	-5	1	-3	-0.8	-2	i	7	-1	-1.1
Cc1oc(-c2ccccc2)nc1C(=O)OCC(=O)NC(=O)NCC(C)C	-2	-11	-1	4	-0.6	-1	i	-2	-2	-0.1
Cn1c(=O)c2cc(NC(=O)NCCc3cccs3)ccc2n1-c1ccc(C(C)(C)C)cc1	.	-4	5	7	2.4	3	.	4	-4	-0.3
CCOc1ccc(CCNC(=O)Nc2ccccc2)cc1OCC	-7	11	-5	3	-2.3	-2	i	4	2	-0.4
CNCc1c(OCc2ccccc2F)ccc2ccccc12	-4	-2	-11	-13	0.8	-1	i	3	1	-1.0
